High-throughput results from PubChem.
SENP8 block-1: inhibitors of human SENP8 protease. Q96LD8. recombinant SENP8, Nedd8 substrate fluorescence. inhibition, % at 20 µM. 0.64% of 360,000 active. AID 602440; in the data active means inhibition mostly above about 40%, no sharp cut-off; inactive means mostly below about 27%
Target sequence (Q96LD8 whole entry, looked up): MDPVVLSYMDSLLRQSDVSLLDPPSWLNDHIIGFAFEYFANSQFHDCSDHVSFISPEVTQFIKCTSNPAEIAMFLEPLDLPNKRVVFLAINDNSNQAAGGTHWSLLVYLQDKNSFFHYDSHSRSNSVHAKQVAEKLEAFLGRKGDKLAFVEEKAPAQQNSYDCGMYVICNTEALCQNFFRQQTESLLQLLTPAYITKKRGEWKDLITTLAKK
PfGluPho inh: PfG6PD (Plasmodium falciparum) enzyme inhibition | 0.78% of 350,000 active | AID 504690 | inhibition, % at 20 µM | PfGluPho enzyme, NADPH resazurin-diaphorase fluorescence;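 active means inhibition reaching at least a set limit at 20 µM in the primary screen, cut at about 59% in these data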;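 further: 0% = DMSO wells with substrate and 100% = DMSO wells lacking glucose-6-phosphate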
SENP8 block-2: blocks the human protease SENP8. Q96LD8. purified SENP8, Z-RLRGG-aminoluciferin cleavage, luminescence. inhibition, % at 10 µM. 1.2% of 330,000 active. AID 2540; in the data active means inhibition above about 50%
SENP1 FRET inh: inhibitors of human SENP1 SUMO protease catalytic domain. Q9P0U3. recombinant SENP1 catalytic domain, CyPet-SUMO1-YPet FRET cleavage. inhibition, % at 10 µM. 0.21% of 360,000 active. AID 624204;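 active means inhibition at least 30% at 10 µM, raw YFP signal under a set limit, fluorescence ratio 0.5 to 1.5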;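 further: 0% = enzyme with DMSO and 100% = no enzyme wells; some results filed as inactive read as strong as hits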
Target sequence (Q9P0U3 419-644 limits assumed): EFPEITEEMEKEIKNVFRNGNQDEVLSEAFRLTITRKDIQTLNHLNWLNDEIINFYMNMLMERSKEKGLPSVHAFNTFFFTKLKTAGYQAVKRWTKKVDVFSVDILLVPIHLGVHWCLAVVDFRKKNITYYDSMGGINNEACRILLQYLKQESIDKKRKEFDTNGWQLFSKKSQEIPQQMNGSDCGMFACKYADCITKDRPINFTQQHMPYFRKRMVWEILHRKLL
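Test system: hSENP1 catalytic domain, recombinant; Amount: 20 pM final SENP1 enzyme; Medium: Tris pH 8 buffer plus EDTA, NaCl, BME, BSA, NP40, catalase; Schedule: 50 min enzyme reaction, room temperature, light-protected; Technique: FRET fluorescence in CFP and YFP emission channels; Controls: no-enzyme wells low, DMSO-plus-enzyme wells high control.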
SENP7 block: blocks the human protease SENP7 | recombinant SENP7, Z-RLRGG-aminoluciferin luminescence, 40 min | inhibition, % at 5 µM | 1.5% of 330,000 active;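 active means inhibition above about 50% at the single test dose, limit read from the data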;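 further: plate controls were DMSO with enzyme for no effect and no enzyme buffer wells for full effect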
Apaf-1 inh: inhibitors of human Apaf-1 apoptosome; O14727; reconstituted apoptosome caspase-3 activity, DEVD-Rh110 fluorescence; inhibition, % at 20 µM; 0.71% of 330,000 active; active means inhibition of at least 40% at 20 µM;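 further: plate controls were DMSO wells for no effect and DEVD-CHO caspase inhibitor wells for full effect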
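Assay system: Apoptosome proteins | Medium: pH 7.5 Hepes buffer with CHAPS, BSA, DTT | Also added: Cytochrome c and DEVD-Rh110 substrate | Times: 30 min plus 50 min, RT | Detection: Rhodamine 110 fluorescence at Ex 480/Em 540 nm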
HKDC1 inhibitor: inhibitors of human hexokinase HKDC1 | AID 493160 | recombinant HKDC1, G6PDH/diaphorase resazurin coupled fluorescence | Q2TB90 | 0.16% of 340,000 active | inhibition, % at 20 µM;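 active means inhibition above about 35% when tested at 20 µM, limit read from the data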;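 further: plate controls were DMSO wells with enzyme for no effect and DMSO wells lacking enzyme for full effect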
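Incubation: 90 min at room temperature in dark / Material: recombinant HKDC1 (HK5) hexokinase enzyme, produced in-house / Quantity: enzyme 5 µg/mL final / Compound: one dose of 20 µM, 1% DMSO / Reagent: glucose and ATP substrates / Buffer or medium: Tris pH 8.0 buffer with MgCl2, Tween-20, BSA, BME / Technique: resorufin fluorescence at 613 nm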
NLRP3 yeast inh: NALP3 inhibition in yeast; Yeast reconstituted NLRP3/ASC/caspase-1, beta-gal luminescence, 24 h; inhibition, % at 10 µM; 0.39% of 330,000 active;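 active means inhibition of 50% or more; inactive means inhibition below 50%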;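 further: plate controls were induced DMSO wells for no effect and uninduced yeast grown without galactose for full effect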
SENP6 inh: inhibitors of human SENP6 protease; Recombinant SENP6 catalytic domain, aminoluciferin luminescence; inhibition, % at 10 µM; Q9GZR1; 1.8% of 330,000 active; AID 2599;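 active means inhibition above about 50% at the single tested dose, limit read from the data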;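 further: plate controls were DMSO wells with enzyme for no effect and DMSO wells lacking enzyme for full effect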
Target sequence (Q9GZR1 628-1112 limits assumed): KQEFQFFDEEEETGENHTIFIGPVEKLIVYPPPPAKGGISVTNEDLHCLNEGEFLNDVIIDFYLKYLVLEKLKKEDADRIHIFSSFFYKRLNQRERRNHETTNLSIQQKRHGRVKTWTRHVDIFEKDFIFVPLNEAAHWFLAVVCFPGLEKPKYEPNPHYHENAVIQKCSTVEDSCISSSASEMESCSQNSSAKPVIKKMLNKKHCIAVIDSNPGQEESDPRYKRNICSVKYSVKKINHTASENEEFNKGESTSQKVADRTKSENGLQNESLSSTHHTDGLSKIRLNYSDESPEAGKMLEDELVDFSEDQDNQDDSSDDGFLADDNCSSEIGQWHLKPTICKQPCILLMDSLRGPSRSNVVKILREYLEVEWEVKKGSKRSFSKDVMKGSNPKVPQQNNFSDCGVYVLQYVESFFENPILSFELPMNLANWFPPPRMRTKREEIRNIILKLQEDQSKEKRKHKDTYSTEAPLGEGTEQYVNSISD
The depositor's hits bear a star; i = inactive; nt = not tested or not shown.

1: O=C(CSc1nnc(COc2ccccc2F)n1-c1ccccc1)NCc1ccco1
2: COc1ccc(/C=C(/NC(=O)c2ccccc2)c2nc3ccccc3[nH]2)cc1OC
3: c1ccc2c(COn3nnc4ccccc43)cccc2c1
4: COc1cc(/C=C2\NC(=S)NC2=O)ccc1OCc1cccc(C(=O)O)c1
5: Cc1ccc(NC(=O)c2cc(NC(=O)CCCC(=O)O)ccc2Cl)cc1Cl
6: COc1ccc(C)cc1NC(=O)CCCN1C(=O)CN(C)C1=O
7: COc1ccc(CCNC(=O)C2CCCN(C(=O)N(C)C)C2)c(OC)c1 (stereo unspecified)
8: COc1cccc(NC(=S)NC(=O)Cc2ccccc2)c1
assay / entry,1,2,3,4,5,6,7,8
SENP8 block-1,29,i,8,-82,15,8,5,9
PfGluPho inh,0,2,28,8,-7,11,-8,-4
SENP8 block-2,3,2,-2,-12,-16,-4,-7,-11
SENP1 FRET inh,0,4,2,-4,1,1,2,1
SENP7 block,2,-2,2,-4,6,-2,1,4
Apaf-1 inh,1,3,-3,8,0,-3,-29,6
HKDC1 inhibitor,-7,-5,0,4,-2,2,-3,-1
NLRP3 yeast inh,18,15,22,6,-9,-4,7,21
SENP6 inh,11,-5,16,28,-7,0,-4,-32

9: Cc1[nH]nc2c1C(c1ccccn1)N(c1ccc(Br)cc1)C2=O (stereo unspecified)
10: CCOC(=O)C1CCCN(C(=O)C2CCN(S(=O)(=O)c3cccs3)CC2)C1 (stereo unspecified)
11: Cc1oc2ccc(OCc3ccc(Cl)cc3)cc2c1C(=O)O
12: O=C(Nc1ccc(Nc2ccccc2)cc1)C1CC1
13: CCOC(=O)Cc1csc(SCC(=O)N2CCN(c3ccccc3)CC2)n1
14: COc1ccc2nc3oc(C(=O)N4CCN(c5ccccc5F)CC4)cc3cc2c1
15: COCCNC(=O)CCn1nc(-c2ccc(Cl)cc2)c2ccccc2c1=O
16: CCOC(=O)C1(Cc2ccccc2Cl)CCN(C(=O)CN2CCOC2=O)CC1
assay / entry,9,10,11,12,13,14,15,16
SENP8 block-1,11,18,13,17,11,-386,18,9
PfGluPho inh,-13,-2,56,9,-10,3,12,11
SENP8 block-2,3,-6,59*,-2,9,0,-4,1
SENP1 FRET inh,0,-1,3,1,2,-10,0,0
SENP7 block,6,-5,-1,3,-4,-5,2,4
Apaf-1 inh,2,9,10,4,-5,5,-1,-2
HKDC1 inhibitor,6,-7,0,1,1,6,-3,-11
NLRP3 yeast inh,5,-6,-5,34,5,2,22,4
SENP6 inh,-9,-6,78*,-1,2,-5,-11,17

17: S=c1[nH]nc(Cc2ccccc2)n1-c1ccc(Cl)cc1
18: CCCc1nnc(NC(=O)CC(=O)OCC)s1
19: O=C(c1ccc2c3c(cccc13)CC2)C1CCCN(Cc2ccncc2)C1 (stereo unspecified)
20: Nc1nc(C2CCCN2S(=O)(=O)c2ccc(Cl)cc2)cs1 (stereo unspecified)
21: COCCNC(=S)N(CCc1c(C)[nH]c2ccccc12)Cc1cccnc1
22: CCOC(=O)c1ccc(NC(=O)C2CC(=O)Nc3nc4ccccc4n32)cc1 (stereo unspecified)
23: C[C@@]12C(=O)Nc3cc(F)c(F)cc3C(=O)N1[C@H]1c3ccccc3OC[C@@H]1[C@@H]2c1ccccc1
24: CCOC(=O)C1=C(C)Nc2ncnn2C1c1ccccc1F (stereo unspecified)
assay / entry,17,18,19,20,21,22,23,24
SENP8 block-1,-5,14,-59,16,15,12,8,-11
PfGluPho inh,26,-11,-5,21,-2,-12,-15,-3
SENP8 block-2,5,-4,4,-9,20,-2,nt,-15
SENP1 FRET inh,2,1,-7,4,2,1,1,6
SENP7 block,6,12,4,-5,-4,4,nt,-6
Apaf-1 inh,-5,3,9,12,6,-13,nt,5
HKDC1 inhibitor,5,-3,1,-1,-4,0,-1,2
NLRP3 yeast inh,24,20,26,11,16,-1,nt,18
SENP6 inh,12,-20,-5,-18,-1,16,nt,-17

Entries of single compounds, quoted from the list. Order of screens: SENP8 block-1	PfGluPho inh	SENP8 block-2	SENP1 FRET inh	SENP7 block	Apaf-1 inh	HKDC1 inhibitor	NLRP3 yeast inh	SENP6 inh
Shown for S=c1[nH]nc(Cc2ccccc2)n1-c1ccc(Cl)cc1 : -5	26	5	2	6	-5	5	24	12
Shown for COCCNC(=S)N(CCc1c(C)[nH]c2ccccc12)Cc1cccnc1 : 15	-2	20	2	-4	6	-4	16	-1
Shown for O=C(c1ccc2c3c(cccc13)CC2)C1CCCN(Cc2ccncc2)C1 (stereo unspecified) : -59	-5	4	-7	4	9	1	26	-5
Shown for Nc1nc(C2CCCN2S(=O)(=O)c2ccc(Cl)cc2)cs1 (stereo unspecified) : 16	21	-9	4	-5	12	-1	11	-18
Shown for CCOC(=O)C1=C(C)Nc2ncnn2C1c1ccccc1F (stereo unspecified) : -11	-3	-15	6	-6	5	2	18	-17

Next part:
25: COC(OC)c1nc(SCC(=O)Nc2cccc(Cl)c2)ncc1C(=O)O
26: CCc1cc2c(=O)oc(-c3ccc(Br)cc3)nc2s1
27: COc1ccc(S(=O)(=O)N(C)C)cc1NC(=O)COC(=O)c1nn(C)c(=O)c2ccccc12
28: COc1ccc(C(=O)NC(=S)N2CC(C)OC(C)C2)cc1OC (stereo unspecified)
29: Cc1ccc(C(=O)OCC(=O)N(CC(C)C)c2c(N)n(Cc3ccccc3)c(=O)[nH]c2=O)cc1[N+](=O)[O-]
30: Cc1[nH]n(-c2ccccc2)c(=O)c1/C=N/NC(=O)c1ccoc1C
31: CCc1[nH]nc2c1C(C1C=CCCC1)C(C#N)=C(N)O2 (stereo unspecified)
32: O=C(NCCN1CCN(C(=O)C(c2ccccc2)c2ccccc2)CC1)C(=O)Nc1ccccc1
assay / entry,25,26,27,28,29,30,31,32
SENP8 block-1,-4,-137,12,9,-272,-18,7,39
PfGluPho inh,-19,2,-11,-12,2,-41,4,8
SENP8 block-2,0,14,-1,-1,-6,0,-2,-4
SENP1 FRET inh,4,-4,1,0,-9,1,-1,0
SENP7 block,5,13,2,7,1,8,2,0
Apaf-1 inh,-29,15,-10,1,-3,62*,-9,11
HKDC1 inhibitor,-5,-1,7,-6,-6,8,-8,-9
NLRP3 yeast inh,4,10,10,-4,17,-10,14,15
SENP6 inh,-10,-3,0,-31,-12,21,-10,-3

33: Cc1ccccc1NC(=O)CCSc1nnnn1-c1ccccc1
34: COc1ccc(-c2cc(CCCC(=O)NCCc3ccccc3)no2)cc1
35: Cn1c(SCC(=O)Nc2ccc3cn[nH]c3c2)nnc1-c1cnccn1
36: CC(=O)Nc1nc2cccc([N+](=O)[O-])c2s1
37: Cc1c(O)ccc(C(=O)COc2ccc(F)cc2)c1O
38: CCCCNC(=O)c1onc(CSc2ccc(Cl)cc2)c1C(=O)O
39: CC1CN(Cc2nc3c(c(=O)n(C)c(=O)n3C)n2CCc2ccccc2)CC(C)O1 (stereo unspecified)
40: O=C(C=Cc1cccs1)c1cccs1
assay / entry,33,34,35,36,37,38,39,40
SENP8 block-1,4,8,-3,22,17,10,21,3
PfGluPho inh,-1,-6,26,-8,-1,8,11,3
SENP8 block-2,-3,-10,2,-10,3,1,1,nt
SENP1 FRET inh,1,2,-4,4,-2,0,1,0
SENP7 block,-3,4,6,0,-3,-3,7,nt
Apaf-1 inh,-3,2,17,-4,0,4,-1,nt
HKDC1 inhibitor,8,-3,5,-7,3,3,-10,0
NLRP3 yeast inh,16,24,1,20,12,3,16,nt
SENP6 inh,13,-16,7,-2,15,4,-6,nt

41: COc1cc(CNCCc2c[nH]c3ccccc23)cc(Cl)c1OCC(N)=O
42: O=C(Nc1ccccn1)c1c(O)c2cccc3c2n(c1=O)CCC3
43: O=C(c1ccco1)N1CCN(C(c2ccccc2F)c2nnnn2Cc2cccs2)CC1 (stereo unspecified)
44: N#Cc1c(-c2ccccc2)nc(-c2ccccc2)[nH]c1=O
45: Cc1ccc(C(=O)NCCNC(=O)Cc2ccccc2)cn1
46: COc1ccc(N)cc1C#N
47: CCOC(=O)c1ccc(-c2c(-c3ccc4c(c3)OCO4)noc2-c2ccsc2)cc1F
48: CN(C)S(=O)(=O)NC(=O)C1=C(N2CCCC2)COC1=O
49: O=C1CC(C(=O)N2CCc3ccccc32)CN1c1ccc(F)cc1 (stereo unspecified)
assay / entry,41,42,43,44,45,46,47,48,49
SENP8 block-1,3,-331,6,-50,8,-278,7,14,8
PfGluPho inh,2,-18,-15,-30,-8,-9,8,-2,-6
SENP8 block-2,-3,-6,-1,1,-4,6,7,-6,-10
SENP1 FRET inh,-1,0,-1,3,-1,2,-1,4,0
SENP7 block,1,2,0,6,1,-3,-2,-9,-2
Apaf-1 inh,-5,9,13,3,-1,-5,3,3,8
HKDC1 inhibitor,0,-15,-2,3,-3,-3,-1,-4,-2
NLRP3 yeast inh,1,19,3,16,22,-7,16,-2,9
SENP6 inh,-10,-21,2,4,-3,-1,-11,-11,-7
